Source: PubChem
b-catenin transl: modulators of beta-catenin nuclear translocation, primary screen, imaging, HeLa cells, immunofluorescence, high-content | nuclear translocation activity, % at 5 µM | 190,000 compounds, 0.3% hits;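 active means nuclear translocation activity above 50% at 5 µM, with a well cell count of 50 or more; inconclusive means wells under 50 cells across six images, flagged as toxic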;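 further: per-cell ratio of nuclear to cytoplasmic median beta-catenin stain intensity; plate controls were DMSO negative control for no effect and GSK-3 inhibitor IX positive control for full effect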
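assay system = human HeLa cells, endogenous beta-catenin | times = compound treatment 24 h, 37°C, 5% CO2 | detection = Anti-beta-catenin immunofluorescence on PFA-fixed, Triton-permeabilized cells, DAPI nuclei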
MT stabilizer: microtubule stabilizers in HeLa cells, primary screen, imaging, high-content imaging; HeLa tubulin immunostaining HCS, 24 h; share of cells brighter than vehicle mean+2SD; % tubulin-high responders, % at 10 µM; 200,000 compounds, 0.83% hits; AID 2205, 2009;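 active means plate Z-score above 3 for both tubulin-high and condensed-nucleus cell shares, with cell loss under 80%, at 10 µM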;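 further: anti alpha tubulin signal scored within the nucleus-defined area of each cell; some results filed as inactive read as strong as hits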
Insulin prom up: insulin promoter activators in MIN6 cells, imaging, high-content screening, mouse beta cells; MIN6 insulin promoter-GFP reporter; stronger effect = higher value; z-score at 5 µM; 190,000 compounds, 0.3% hits;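 active means z-score above 3 at 5 µM with at least 500 cells counted in the well; inconclusive means wells under 500 cells, flagged as cytotoxic or low count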
PhoP inhibition: inhibitors of PhoP regulon expression, primary screen, Salmonella Typhimurium, GFP reporter (AID 1863); S. Typhimurium PhoP-regulated promoter GFP reporter, 4 h; higher % means a stronger effect; inhibition, % at 50 µM, or IC50 in µM where a hit was titrated; 300,000 compounds, 0.16% hits;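 active means inhibition over 29.93%, a cutoff 3 SD above the screen mean, later confirmed by dose response; inconclusive means inhibition over 29.93% but no dose response follow-up; inactive means inhibition at most 29.93% or unconfirmed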;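 further: 0% = low Mg2+ inducing control and 100% = high Mg2+ repressing control; strong numbers were not always called active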
Autophagy mod: autophagy modulators in MEF cells, primary screen, imaging, high-content, MEF GFP-LC3. AID 463193, 2010. MEF GFP-LC3 puncta imaging; test concentration mostly 10 µM. 190,000 compounds, 0.98% hits. calls only at 10 µM (by protocol);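 active means percentage of spot-positive cells more than 3 SD above its plate mean, without a fluorescence outlier flag or 80% toxicity; inconclusive means no clear call, values can overlap the other calls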;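 further: spot-positive cell cutoff set from DMSO-treated cells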
T cell HTS: modulators of CD8 T cell-vesicle binding, primary screen, mouse 2C CD8+ T cells, flow cytometry | 2C CD8+ T cell-vesicle binding; stronger effect = lower value | calls only at 7 µM | 330,000 compounds, 0.068% hits;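 active means response, share of CD8 T cells binding vesicles, and their 90th percentile fluorescence all below set limits, cut at about 80% in these data, passing the limit was not always enough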
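Assay system – 2C mouse CD8+ T cells · Also added – QL9-loaded Drosophila micro-vesicles · Timing – Cell–vesicle co-incubation 1.5 h at 37 °C, staining 20 min on ice · Signal – flow cytometry of vesicle-bound cells · Measure – percent CD8+ FL2 mean versus row control · Controls – Peptide-free naked vesicles (low) and QL9 vesicles with 0.7% DMSO vehicle (high)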
CSM14.1 death rescue: rescue of cells from ER stress-induced death, primary screen, 384-well, CSM14.1, thapsigargin, ATP luminescence (AID 1222) | CSM14.1 thapsigargin-induced death rescue, ATP luminescence; higher % means a stronger effect | 190,000 tested, under 10 active | cellular ATP content (survival), % at 20 µM; hits with a dose series show EC50 in µM;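 active means EC50 below 50 µM in the dose-response confirmation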;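 further: death triggered by thapsigargin at about 15 µM added after 2 h compound pretreatment; cell ATP read after overnight thapsigargin exposure of roughly 18 to 22 hours; normalized against plate controls of thapsigargin alone and 5% DMSO vehicle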
Dynein transport: inhibitors of GR-EGFP nuclear translocation, primary screen, dynein cargo transport inhibitor project, imaging, high-content, 3617.4 mouse cells. AID 1381, 2008. 220,000 compounds, 0.47% hits. test concentration mostly 20 µM; stimulated with dexamethasone, 1 µM; stronger effect = lower value. z-score, hits read low;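 active means plate z-score of nuclear minus cytoplasmic receptor signal below a set negative limit, without overly bright fluorescence or cell loss, cut at about -3.5 in these data, passing the limit was not always enough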;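 further: z-score of nuclear minus cytoplasmic ring GR-EGFP intensity difference per well; some compounds called inactive have numbers as strong as hits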
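Schedule: 48 h induction, then 1 h compound, then 30 min agonist, 37 °C. Buffer or medium: tetracycline-free induction medium containing charcoal-stripped FBS. Reagent: 1.0 µM final dexamethasone stimulus. Evaluation: nuclear versus cytoplasmic GR-EGFP signal, averaged per well. Signal: high-content fluorescence imaging after fixation.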
Hep lipid drop: inhibitors of hepatocyte lipid droplet formation, primary screen, imaging, high-throughput imaging, BODIPY stain; 240,000 compounds, 0.4% hits; AML12 mouse hepatocytes, oleate lipid droplets; inhibition, % at 6.5 µM;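 active means lipid droplet intensity inhibited by at least 50%, with more than 500 cells counted; inconclusive means wells with under 300 cells, treated as cytotoxic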
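Material – AML12 mouse liver cells · Also added – oleate loading, 100 µM · Compound dosing – 6.5 µM single-point dosing · Times – overnight treatment with compound plus oleate · Measured by – fluorescence imaging, 20x objective, two fields per well · Read-out – percent inhibition of filter-corrected integrated lipid droplet intensity per well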
Dynein transport cytoplasmic EGFP: recorded beside Dynein transport, whose call it bears; z-score; measured here: cytoplasmic GR-EGFP intensity; stronger effect = higher value
Dynein transport nuclear GR-EGFP: also measured in Dynein transport; calls as there; z-score; measured here: nuclear GR-EGFP intensity;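 lower value marks the stronger effect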
Dynein transport cell count: further read-out of Dynein transport, marked with its call; z-score; measured here: cell count per field
Insulin prom up cell count: further read-out of Insulin prom up, marked with its call; cell count; measured here: cytotoxicity, nuclei count;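 total cells summed across four imaged fields per well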
Hep lipid drop cells 6.5 µM: also measured in Hep lipid drop; calls as there; cell count; measured here: cell count, cytotoxicity flag;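 cells counted across two imaged fields per well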
b-catenin transl cell count 5 µM: further read-out of b-catenin transl, marked with its call; cell count; measured here: cell count, cytotoxicity flag
T cell HTS vesicle-bound %: also measured in T cell HTS; calls as there; double positive events, %; measured here: CD8+ vesicle-bound cell fraction;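 binding gate set so that unloaded-vesicle control wells show 10% double positive cells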
MT stabilizer Hoechst-high %: recorded beside MT stabilizer, whose call it bears; % Hoechst-high responders; measured here: nuclear condensation Hoechst responders;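 share of cells brighter than vehicle mean plus two SD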
MT stabilizer cytotoxicity %: also measured in MT stabilizer; calls as there; toxicity, %; measured here: cytotoxicity by cell density;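 0% = mean cell density of plate MIN control wells and 100% = no cells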
Autophagy mod cell loss 18 h: also measured in Autophagy mod; calls as there; toxicity, %; measured here: cell loss, nuclei count;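 cell loss after 18 h compound exposure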
Numbers without * were called inactive; i = inactive; u = inconclusive; x = not tested or not shown.

Compound,b-catenin transl,b-catenin transl cell count 5 µM,MT stabilizer,MT stabilizer Hoechst-high %,MT stabilizer cytotoxicity %,Insulin prom up,Insulin prom up cell count,PhoP inhibition,Autophagy mod,Autophagy mod cell loss 18 h,T cell HTS,T cell HTS vesicle-bound %,CSM14.1 death rescue,Dynein transport,Dynein transport cytoplasmic EGFP,Dynein transport nuclear GR-EGFP,Dynein transport cell count,Hep lipid drop,Hep lipid drop cells 6.5 µM
COc1cc(NC(=O)c2cc(C(C)C)on2)cc(OC)c1OC,-0.5,1162,6.8,0.9,2.4,0.36,896,6%,x,x,i,19,-0.3%,-0.25,-0.18,-0.11,0.13,x,x
COc1ccccc1/C=C/C=N/NC(=O)CCn1cnc2ccccc21,1.6,1312,x,x,x,0.57,1038,-3%,x,x,i,14,x,-0.15,-0.29,-0.34,-0.12,6,620
COc1ccccc1NC(=O)c1cccc(NC(=O)c2ccco2)c1,x,x,2.8,2.1,5.1,-1.6,1179,-6%,i,-13,i,43,-2.6%,-0.56,-0.14,-0.9,0.35,37,747
C=CCC(Nc1ccccc1)c1ccc(OC)c(OC)c1 (stereo unspecified),0.1,1270,x,x,x,-0.85,1044,-13%,x,x,i,27,x,0.24,-0.18,0.44,0.56,6,777
CCN(CC)S(=O)(=O)c1ccc(Cl)c(C(=O)NCc2ccco2)c1,0.0,792,2.7,1.7,1.8,0.01,1557,-13%,i,-6,i,15,-0.2%,-0.083,-0.14,0.6,-0.42,2,660
O=C(O)/C=C/C(=O)Nc1c(F)cccc1F,-3.6,1126,x,x,x,-0.09,1510,-10%,x,x,i,58,x,0.38,-0.2,-0.032,-0.53,0,729
CCOc1ccc(N2C(=O)CC(N3CCN(c4ccc(C(=O)c5ccncc5)cc4)CC3)C2=O)cc1 (stereo unspecified),x,x,2.7,1.0,47,x,x,x,i,0,i,44,x,-0.35,-0.2,-0.25,2.2,x,x
O=C(NNC(=O)c1sc2ccccc2c1Cl)Nc1ccc(Cl)cc1,x,x,1.7,1.8,6.5,x,x,-3%,i,-23,i,59,1.2%,0.62,-0.19,0.45,-0.55,x,x
COc1ccc(NC(=O)Cn2c(C)cc(=O)c3ccccc32)cc1,-1.7,587,3.1,1.6,10.0,-0.44,1171,4%,i,3,i,45,4.6%,-0.14,0.057,0.57,0.53,-2,697
Cc1ccccc1C(=O)Nc1ccc(C(=O)NNC(=O)CCCOc2ccc(Cl)cc2Cl)cc1,0.5,1381,3.0,2.2,3.4,-0.59,1511,5%,i,10,i,38,3.8%,-0.89,-0.2,0.045,-0.27,x,x
CSc1ccc(C(=O)C2CCCN(C(=O)c3csc(C(C)=O)c3)C2)cc1 (stereo unspecified),1.0,980,4.5,2.9,4.3,-1,1456,-6%,i,-18,i,5,-0.3%,-0.84,-0.29,-0.59,1,0,740
c1ccc(CSc2ccc3nnc(-c4ccccn4)n3n2)cc1,0.1,1098,1.6,1.5,9.2,0.62,1247,-7%,i,-34,i,12,x,2.8,-0.23,1.6,-0.91,26,692
Cn1c(SCC(=O)OC2CCCCC2)nnc1-c1ccc2c(c1)OCO2,-7.6,1024,4.8,2.9,9.7,-0.72,1103,4%,i,3,x,x,-0.8%,0.55,-0.24,0.73,-0.55,x,x
N#Cc1cn(-c2ccccc2)nc1-c1ccccc1,-2.3,846,2.8,1.9,4.5,-0.15,1551,-14%,i,-1,i,5,0.7%,-0.47,-0.22,-0.078,0.91,x,x
COc1ccc(CCNC(=O)CC2SC(=NCCc3ccccc3)NC2=O)cc1 (stereo unspecified),-1.0,1083,7.8,2.4,3.1,-0.3,1639,22%,i,11,i,43,-2.7%,0.9,-0.22,1.1,-1.2,6,638
CN(C)S(=O)(=O)c1ccc(N2CCCC2)c(C(=O)NCc2ccccc2)c1,2.7,950,1.2,1.7,8.8,0.68,966,4%,i,-3,i,48,8.3%,0.27,0.2,0.54,-0.13,10,816
CCOC(=O)N1CCC(NC(=O)CCC(=O)N2CC(C)Oc3ccc(C)cc32)CC1 (stereo unspecified),-0.2,1286,1.7,2.0,10,-0.59,1586,0%,i,-14,i,5,4.3%,-1.1,-0.014,-0.4,0.53,x,x
COc1ccccc1/C=C/C=N/NC(=O)CC1C(=O)NN=C1C (stereo unspecified),0.2,1211,x,x,x,0.66,1091,-2%,x,x,i,35,x,0.48,-0.18,0.75,-0.42,6,644
COc1cccc(NC(=O)CN(C)C(C)C(=O)Nc2ccc(C#N)cc2)c1 (stereo unspecified),x,x,1.7,1.7,4.3,-0.28,1288,4%,i,-5,i,43,0.5%,-0.054,-0.4,-0.4,0.45,-10,751
O=C(/C=C/c1ccccc1)N1CCC(Cc2ccccc2)CC1,0.2,1453,1.2,2.0,9.7,-0.25,1421,-1%,i,-10,i,12,-2.9%,0.6,-0.19,0.3,-0.66,x,x
COc1ccccc1-c1cc(C(F)(F)F)nc(S(=O)(=O)CCCC(=O)Nc2cc(C)on2)n1,-2.5,979,3.2,2.2,16,0.77,1041,u,i,-35,i,25,3.9%,0.23,-0.13,0.5,-0.44,x,x
CCCCCCCCCCCCCCCC[n+]1cccc2ccccc21,50,55,73,23,96,u,x,25µM*,i,22,i,30,-6.5%,-5.2*,0.38*,-2.9*,-1.9*,-38,305
Cc1cc(C)nc(SCC(=O)Nc2cc(C)on2)n1,-4.4,992,2.9,5.6,6.1,1,1138,10%,i,-1,i,40,0.0%,-0.54,-0.017,-0.19,0.98,x,x
COc1ccc(N2CCN(C(=O)Cc3cccs3)CC2)cc1,0.7,1227,4.1,2.3,3.8,-0.28,881,13%,i,9,i,70,2.6%,-0.19,-0.1,0.2,0.13,-7,782
O=C(CSc1nnc(NC(=O)C2CCC2)s1)NC1CC1,0.5,1114,2.3,3.1,16,-0.05,1200,-7%,i,-5,i,48,x,0.4,-0.13,0.94,0.46,-4,685
NC(=O)CSc1nnc(-c2ccc(S(=O)(=O)N3CCOCC3)cc2)n1CC1CCCO1 (stereo unspecified),-4.7,996,1.3,1.4,5.8,0.44,1290,7%,i,22,i,44,0.8%,-1.2,0.077,-0.62,1.5,x,x
C/C(=N\Nc1ccc([N+](=O)[O-])cc1[N+](=O)[O-])c1cc2c(ccc3ccccc32)oc1=O,1.5,1112,2.7,2.8,8.7,0.63,1389,0%,i,-7,i,46,-1.1%,0.94,-0.14,0.69,-0.87,-1,692
COc1ccccc1C(=O)N/C(=C\c1ccccc1)C(=O)NC(C)C(=O)O (stereo unspecified),-0.9,1458,2.2,2.6,6.8,0.64,1377,0%,i,2,i,51,-1.0%,0.51,-0.13,0.61,-0.99,-7,729
CN(C)c1oc(-c2ccccc2)nc1C#N,-2.6,1436,5.9,4.2,6.0,0.31,1681,5%,i,-6,i,47,0.4%,-0.94,-0.33,-0.34,0.56,x,x
